MEP2-GFP yeast – yeast TOR pathway MEP2-GFP modulation; GFP response vs DMSO, % at 10 µM; hit rate 0.51% among 330,000; AID 2016; S. cerevisiae MEP2-GFP strain, flow cytometry GFP, 3 h; 100% = DMSO control level;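 active means GFP response versus DMSO above a set limit, roughly screen mean plus 3 SD, cut at about 180% in these data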;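 further: median GFP fluorescence of the barcode-gated MEP2-GFP cells per well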
GASC-1 inh – human JMJD2C demethylase inhibition; Q9H3R0; GST-JMJD2C(1-420) H3K9me3 demethylation, DELFIA europium; inhibition, % at 2.35 µM; hit rate 0.069% among 330,000; AID 2099;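 active means more than half of a compound's replicate wells show inhibition beyond 50%, single wells judged on their own value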;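 further: signal counts dimethyl H3K9 product captured on neutravidin plate; 0% = median of DMSO wells and 100% = 0.3 times that DMSO median; strong numbers were not always called active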
AGP1 TOR yeast – alters AGP1-GFP fluorescence in TOR pathway yeast screen. S. cerevisiae AGP1-GFP multiplex flow cytometry, 3 h; GFP as percent of DMSO wells. GFP response vs DMSO, % at 10 µM. hit rate 0.02% among 320,000;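 active means GFP response relative to DMSO above a set limit, near screen average plus 3 SD, cut at about 150% in these data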;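 further: median GFP channel fluorescence of the gated AGP1 strain per well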
RPL19A TOR yeast – alters RPL19A-GFP fluorescence in TOR pathway yeast screen | S. cerevisiae RPL19A-GFP strain, flow cytometry, 3 h; hits give low values | percent response vs DMSO, % at 10 µM | hit rate 0.3% among 330,000 | AID 2025;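 active means percent response vs DMSO below 50%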;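 further: median channel GFP fluorescence of the barcoded RPL19A-GFP strain; ratio of sample median GFP to plate DMSO average so 100% = DMSO; lower means less RPL19A-GFP as with rapamycin TOR inhibition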
CIT2 TOR yeast – yeast TOR pathway CIT2-GFP modulation. GFP response vs DMSO, % at 10 µM. S. cerevisiae CIT2-GFP strain, flow cytometry, 3 h; 100 means same as DMSO wells. hit rate 0.065% among 320,000;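 active means GFP response relative to DMSO above a set limit, near the screen mean plus 3 SD, cut at about 150% in these data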;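 further: ratio of well median GFP fluorescence to mean of DMSO wells on the plate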
LAP4-GFP MLPCN – modulators of TOR pathway LAP4-GFP in S. cerevisiae. GFP response vs DMSO, % at 10 µM. hit rate 0.34% among 320,000. S. cerevisiae LAP4-GFP multiplex, flow cytometry GFP, 3 h; median GFP as percent of DMSO wells;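 active means GFP response vs DMSO above a set limit, about the screen mean plus 3 SD, cut at about 150% in these data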
VLA-4 inh – inhibition in a human VLA-4 binding assay; inhibition, % (about 7 µM as worked out from the volumes in the protocol); AID 2557; hit rate 0.2% among 330,000; P13612; VLA-4 expressing cells, ligand binding flow cytometry; in the data active means inhibition above about 50%
Target sequence (P13612 whole entry, looked up): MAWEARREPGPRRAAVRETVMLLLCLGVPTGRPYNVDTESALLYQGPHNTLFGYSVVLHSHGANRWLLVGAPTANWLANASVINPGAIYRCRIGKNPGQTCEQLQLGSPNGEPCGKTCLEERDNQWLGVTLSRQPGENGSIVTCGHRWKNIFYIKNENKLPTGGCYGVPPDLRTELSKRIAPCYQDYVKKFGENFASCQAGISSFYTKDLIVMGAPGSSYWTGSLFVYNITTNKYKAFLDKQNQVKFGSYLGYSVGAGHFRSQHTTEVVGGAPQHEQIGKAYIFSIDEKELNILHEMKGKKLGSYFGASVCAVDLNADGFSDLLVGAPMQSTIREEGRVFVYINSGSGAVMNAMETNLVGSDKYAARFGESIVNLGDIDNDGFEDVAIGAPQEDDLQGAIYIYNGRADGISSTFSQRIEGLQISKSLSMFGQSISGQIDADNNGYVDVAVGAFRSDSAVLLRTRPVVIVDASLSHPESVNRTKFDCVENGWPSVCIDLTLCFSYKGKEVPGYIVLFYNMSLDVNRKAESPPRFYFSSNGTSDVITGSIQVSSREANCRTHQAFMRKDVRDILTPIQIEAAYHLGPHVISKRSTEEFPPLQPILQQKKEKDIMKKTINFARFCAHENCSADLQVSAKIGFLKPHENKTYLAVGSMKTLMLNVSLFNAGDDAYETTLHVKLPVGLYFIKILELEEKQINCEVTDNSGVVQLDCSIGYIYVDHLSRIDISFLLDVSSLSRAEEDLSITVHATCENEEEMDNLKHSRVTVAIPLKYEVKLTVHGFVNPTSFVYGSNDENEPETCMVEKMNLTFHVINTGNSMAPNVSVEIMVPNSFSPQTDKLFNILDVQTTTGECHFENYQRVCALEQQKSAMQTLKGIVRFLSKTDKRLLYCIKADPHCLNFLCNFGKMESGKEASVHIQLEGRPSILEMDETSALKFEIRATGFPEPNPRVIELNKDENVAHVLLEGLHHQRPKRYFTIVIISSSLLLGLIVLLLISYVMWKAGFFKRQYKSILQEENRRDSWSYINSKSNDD
GRK2 inh – human GRK2 inhibition via aptamer displacement | inhibition of aptamer binding, % at 10 µM | bead flow cytometry, FAM-aptamer displacement from GRK2 | hit rate 0.59% among 330,000;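 active means inhibition of aptamer binding above 40%, roughly 3 SD of noise, on plates passing a quality check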;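 further: median bead fluorescence of bound FAM aptamer so fluorescent compounds give negative values; no value below 0 was filed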
An asterisk follows results filed as active; i = inactive; nt = not tested or not shown.

SMILES	MEP2-GFP yeast	GASC-1 inh	AGP1 TOR yeast	RPL19A TOR yeast	CIT2 TOR yeast	LAP4-GFP MLPCN	VLA-4 inh	GRK2 inh
COC(=O)c1ccc(CN2CCC(Oc3cccc(C(=O)N4CCOCC4)c3)CC2)cc1	106	5	101	104	105	98	9	1
COc1cccc(C(=O)Nc2nc3c(s2)CN(C)CC3)c1	116	-3	116	102	118	108	-3	1
C#CCOCCOCCOCCNc1nc(N2CCN(C(=O)CCCCCCCCCCNC(=O)Cn3cc(CCCCCN)nn3)CC2)nc(N2CCN(C(=O)CCCCCCCCCCNC(=O)[C@H](CO)n3cc(CCCCCN)nn3)CC2)n1	84	nt	76	81	75	134	10	0
CCC(C)(NC(=O)c1ccc2c(c1)OCO2)C(=O)NC1CCCCC1 (stereo not drawn)	95	-9	101	95	101	108	-3	3
COc1ccc(N=C2SC(CC(=O)Nc3ccccc3)C(=O)N2CCN2CCOCC2)cc1 (stereo not drawn)	100	6	102	102	102	104	6	3
O=C(CCC1CCCN(C(=O)c2ccc3c(c2)OCCO3)C1)NCc1ccccc1F (stereo not drawn)	98	-5	106	100	95	101	6	0
CCOc1ccc(CN(C)C(=O)CN2C(=O)NC(c3ccccc3)(c3ccccc3)C2=O)cc1	101	nt	104	99	99	103	0	0
COc1cccc(CNC(=O)C2CCN(S(=O)(=O)c3cccc4nonc34)CC2)c1	98	-13	100	99	94	99	8	2
CC1(C)C2CC=C(/C=N/NC(=O)c3ccc(O)cc3)C1C2 (stereo not drawn)	104	-4	99	104	103	93	-1	74*
CCOC(=O)c1sc2nc3c(cc2c1N)COC(C(C)C)C3 (stereo not drawn)	117	4	92	91	84	87	14	0
O=C(CCn1cccc1)NCCc1ccc(Cl)cc1	86	11	94	95	93	87	1	0
CCOc1cccc(C2/C(=C(/O)c3ccc4c(c3)CC(C)O4)C(=O)C(=O)N2CCCn2ccnc2)c1 (stereo not drawn)	109	-2	102	102	101	97	-3	22
CCCC(=O)Nc1ccc(C2C(=O)c3ccccc3C2=O)cc1	110	0	102	104	102	93	2	1
CCOC(=O)Cc1nnc2c(Nc3ccc(C)cc3)nc3nonc3n12	103	-4	96	93	93	109	-6	0
COc1ccc(CNC(=O)CN2C(=O)C3C4C=CC(C4)C3C2=O)cc1 (stereo not drawn)	100	-1	101	100	99	93	5	0
CCCn1c(SCC(=O)N(C)C2CCS(=O)(=O)C2)nc2sc3c(c2c1=O)CCC3 (stereo not drawn)	93	11	100	95	100	97	0	0
Cc1nonc1CN(C)C(=O)CC1C(=O)NCCN1Cc1ccc(F)c(F)c1 (stereo not drawn)	105	-11	104	97	102	105	8	0
Cc1cccc(NC(=S)NN2CCN(C)CC2)c1	110	-8	108	105	105	105	0	0
CCn1c(=O)cc(SCC(=O)NCc2ccc(C)cc2)c2ccccc21	101	2	102	97	92	97	31	1
CCOC(=O)C1=C(C)NC(=O)NC1c1ccc(Cl)cc1Cl (stereo not drawn)	96	-4	98	94	102	95	2	1
COc1ccc(OC)c(S(=O)(=O)NC(C)(C)C)c1	99	-1	93	93	94	91	18	0
COCCN(CCOC)c1nc(N)c2c(N)nc3c(c2c1C#N)CC(=O)N3Cc1ccc(Cl)cc1	107	7	100	104	119	105	-10	1
O=C(CSc1nc2ccccc2[nH]1)N/N=C/c1ccco1	99	13	100	98	93	96	11	0
Cc1cc(C)n2nc(SCC(=O)NC3CCCCC3C)nc2n1 (stereo not drawn)	95	5	109	102	101	105	12	2
CCC(=O)c1ccc(OCCN2CCOCC2)cc1	101	0	97	96	100	98	14	1
O=C(N/N=C1\CCSc2ccc(F)cc21)c1cccnc1	108	-6	119	108	112	107	1	9
Cc1cccc(/C=N/NC(=O)c2c(-c3ccccc3)noc2C)c1O	98	36	94	103	94	96	-5	4
CCOc1ccccc1OCCCC(=O)N1CCN(S(=O)(=O)c2cccc(F)c2)CC1	99	6	99	100	104	89	-14	4
COc1ccc2c(c1)O/C(=C\c1sccc1C)C2=O	103	-28	88	102	92	98	14	0
NC(=O)c1ccccc1OCC(=O)Nc1ccc(Cl)c(Cl)c1	97	-18	98	99	94	107	0	0
Cn1ncc(Cl)c1C(=O)NCc1ccc(Cl)cc1	83	1	87	101	105	80	-5	3
Cc1oc(-c2ccc(Cl)cc2)nc1CN1CCC(C(=O)NCc2cccnc2)CC1	94	7	102	97	88	81	5	2
O=C(NCc1ccco1)c1cc(-c2ccccc2)nn1CC1CC(c2cccnc2)=NO1 (stereo not drawn)	90	-5	92	98	106	109	-9	0
Cc1nc2ccccc2n1CCOc1ccccc1	108	6	102	101	101	100	-5	0
CCOC(=O)C1CCN(S(=O)(=O)c2ccc(Cl)nc2)CC1	93	-3	97	95	96	97	-2	0
CN1CCN(CCCNC(=O)Nc2ccc([N+](=O)[O-])cc2)CC1	89	-16	83	90	85	80	4	0
COC(=O)c1sc(N/N=C/c2ccc(C(C)C)cc2)nc1C	102	-9	96	99	94	89	-9	3
CCOc1ccc(/C=C2\SC(=S)N(CCC(=O)N(CCO)c3ccccc3)C2=O)cc1	98	-26	101	98	105	99	7	1
Cc1cc(C)cc(OCC(=O)OCC(=O)NC2CCCCCC2)c1	92	nt	96	94	101	91	-13	0
Cc1nccn1CCCNC(=O)c1nc(Cn2cc([N+](=O)[O-])cn2)no1	104	-10	91	93	95	88	4	4
Cc1cc(=O)oc(C)c1C(=O)NCCc1ccc(F)cc1	104	52	104	103	110	100	9	0
Cc1ccc(NC(=O)CSc2ccc3c(c2)OCCO3)nc1	98	-4	106	99	88	130	1	0
CCc1c(C)sc(NC(=O)c2cc(-c3ccco3)on2)c1C#N	111	7	110	106	108	115	-1	0
O=C(NCc1ccccn1)Nc1ccc(Br)cc1Cl	98	1	96	98	97	99	-7	0
CCOC(=O)/C(C#N)=C/c1cn(CCOc2ccccc2)c2ccccc12	110	-12	108	109	101	104	-12	2
Cc1ccc(C2(C)NC(=O)N(CC(=O)N3c4ccccc4NC(=O)CC3C)C2=O)cc1 (stereo not drawn)	88	2	96	97	98	90	13	4
COC(=O)c1c(C)nsc1NC(=O)Oc1ccccc1	98	7	94	96	89	102	-2	5
CC(C)(C)OC(=O)C[C@@H]1C/C=C\C[C@H](CC(=O)N(CCO)Cc2ccccc2)C(=O)N[C@@H](Cc2ccccc2)COC1=O	102	1	114	102	101	114	1	3
CCOc1ccc(-c2nnc3ccc(SC)nn23)cc1	100	17	85	93	86	126	3	1
O=C(c1cc2cc([N+](=O)[O-])ccc2oc1=O)N1CCOCC1	102	i	110	97	102	102	26	0
CC(C)C(=O)Nc1ccc(NC(=O)c2cccnc2)cn1	97	-4	99	96	107	97	11	2
O=C(C1CCC(=O)N1C1CCCCC1)N1CCN(c2ccc(F)cc2)CC1 (stereo not drawn)	97	11	94	95	85	95	3	2
O=C1Nc2ccccc2/C1=N\N1CCOCC1	94	0	98	99	100	98	-2	5
CC(C)(C)Nc1nc(Cl)nc(NCc2ccccc2)n1	100	-27	109	102	103	105	26	0
CNC(=S)NC1(C)CCS(=O)(=O)C1 (stereo not drawn)	87	-21	115	93	103	97	-6	1
COc1ccc(N2CC(NS(=O)(=O)c3cccnc3)CC2=O)cc1 (stereo not drawn)	92	-28	104	93	85	100	14	2
Cc1ccc(CNC(=O)N[C@@H](Cc2ccccc2)C(=O)O)cc1	98	-5	102	98	101	100	2	0
O=C(CSc1cn[nH]n1)Nc1cccc(C(=O)O)c1	98	-2	98	100	95	89	2	0
COc1cc(O)c(C(CCN2CCCC(C)C2)c2ccc(N(C)C)cc2)c(OC)c1 (stereo not drawn)	94	-1	82	96	69	125	12	0
CCC(C)n1c(SCC(=O)NC2CCS(=O)(=O)C2)nc2ccccc2c1=O (stereo not drawn)	100	-7	111	104	98	111	8	1
The results go on.
SMILES	MEP2-GFP yeast	GASC-1 inh	AGP1 TOR yeast	RPL19A TOR yeast	CIT2 TOR yeast	LAP4-GFP MLPCN	VLA-4 inh	GRK2 inh
CS(=O)(=O)c1cccc(C(=O)Oc2ccccc2)c1	96	3	91	92	89	nt	0	1
CCCOC(=O)CCn1c(=S)oc2ccccc21	111	-9	107	103	96	111	8	0
COc1ccc(N(CC(=O)N/N=C/c2ccc(OC)cc2OC)S(=O)(=O)c2ccccc2)cc1	94	20	96	99	98	87	13	4
Cn1c(=O)c2c(SCC(=O)N3CCCC3)nc(-c3ccccc3)nc2n(C)c1=O	106	4	93	105	101	93	3	3
COc1cccc(OCc2cc(C(=O)N(Cc3nccn3C)C(C)C)no2)c1	108	-3	120	103	103	112	3	0
O=S(=O)(NCc1ccc(C(F)(F)F)cc1)c1ccc(-n2cnnn2)cc1	88	0	99	100	98	93	2	1
OCC[C@@H]1C[C@@H](O)[C@H](O)[C@@]2(CCCO2)O1	96	12	101	102	110	117	5	2
Cc1cccc(N2CCN(C(=O)CCNC(=O)Cn3ccc4ccccc4c3=O)CC2)c1C	94	0	112	99	97	78	-6	2
Cc1ccc(NC(=O)CSc2nnc(-c3ccncc3)n2C)cc1S(=O)(=O)N1CCOCC1	101	2	107	95	104	102	-2	2
O=C1CC(/C=C/c2ccccn2)=Nc2ccccc2N1	93	-3	103	106	83	85	0	4
COc1ccc(S(=O)(=O)N2CCOC2CNC(=O)C(=O)NCCN2CCOCC2)cc1OC (stereo not drawn)	101	-1	99	103	100	98	-2	2
CCn1c(SC2CCOC2=O)nnc1-c1ccc(Cl)cc1 (stereo not drawn)	107	1	108	110	103	97	-2	2
O=C(C1CCCN(S(=O)(=O)c2ccccc2)C1)N1CCCc2ccccc21 (stereo not drawn)	97	0	105	101	99	93	3	0
CCC(C(=O)OCC(=O)NC(=O)c1ccccc1OC)c1ccccc1 (stereo not drawn)	97	0	98	89	89	104	0	1
CS(=O)(=O)N1CCC(C(=O)NCCN2CCN(Cc3ccccc3)CC2)CC1	99	3	100	96	95	95	35	0
CCCCNC(=O)[C@@H]1CC=C[C@@H]2CCN(Cc3ccc(Cl)c(Cl)c3)C(=O)[C@@H]21	101	0	104	97	102	98	3	0
O=C(O)c1ccc2c(c1)N(Cc1ccc(F)cc1)C(=O)c1ccccc1S2	88	-3	96	97	87	120	10	2
CCn1ncc(C2C(C(=O)Nc3ccc(C)cn3)=C(C)NC3=C2C(=O)CCC3)c1C (stereo not drawn)	93	-29	97	98	98	85	7	0
O=C(CSc1nnc(-c2ccc(Cl)cc2)n1Cc1ccco1)Nc1ccc2c(c1)OCCO2	98	12	93	97	93	97	-30	2
FC(F)(F)c1ccc(C2[C@H]3CN(CC4CCCCC4)[C@H](c4ccccc4)C34CC2(c2cccnc2)C4)cc1 (stereo partly drawn)	104	6	109	100	102	98	29	0
Cc1c(Br)c(C(F)(F)F)nn1CC(=O)NCC1CCCO1 (stereo not drawn)	102	5	98	98	103	102	9	2
CC(C)CCNC(=O)C1(c2cccs2)CCOCC1	93	0	107	94	104	101	3	0
